IMP-1 inh: blocks Pseudomonas aeruginosa IMP-1 metallo-beta-lactamase; AID 1556; inhibition, % at 5.6 µM; purified IMP-1, nitrocefin hydrolysis, epi-absorbance fluorescence; 290,000 tested, 0.45% active;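 active means inhibition above the mean plus 3 SD of all compounds in the same screening run, cut at about 4.5% in these data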;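 further: 0% = IMP-1 with DMSO and 100% = DMSO wells lacking enzyme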
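System – purified recombinant IMP-1 beta-lactamase · Input – IMP-1 dispensed at 0.2 nM · Timing – 15 min preincubation plus 25 min reaction at 25 °C · Signal – Epi-absorbance fluorescence, 480 nm excitation, 530 nm emission · Measure – percent IMP-1 inhibition derived from blank-referenced optical density · Controls – Enzyme-plus-DMSO low control, enzyme-free DMSO high control · Replication – singlicate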
DNA FID counter: fluorescent intercalator displacement, NS3 helicase counter-screen; inhibition, % at 7.9 µM; 290,000 tested, 0.17% active; DNA fluorescent intercalator displacement, fluorescence; AID 1845; in the data active means inhibition above about 37%;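 further: 0% = vehicle and 100% = reference compound; higher means more ethidium bromide displaced from hairpin DNA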
NS3 helicase inh: HCV NS3 helicase inhibition | NS3 helicase DNA unwinding, Cy5 molecular beacon fluorescence | inhibition, % at 10.9 µM | 290,000 tested, 0.56% active | AID 1800;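 active means inhibition above the mean of all tested compounds plus 3 SD, set per campaign, cut at about 35% in these data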;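 further: 0% = DMSO wells and 100% = thioflavine S control wells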
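Material: hepatitis C virus NS3 helicase domain fragment enzyme; measured by: Cy5 fluorescence, 0 and 60 min reads; control set: DMSO and thioflavine S; incubation: 60 min unwinding reaction at 25 °C after ATP addition; read-out basis: % inhibition from 60/0 min fluorescence ratio, DMSO 0%, thioflavine S 100%; repeats: singlicate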
p-CIP stab down: p/CIP protein destabilization | F442A p/CIP-EGFP cells, EGFP fluorescence, 16 h | AID 1984 | 290,000 tested, 0.01% active | decrease of EGFP signal, % at 10 µM;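 active means EGFP signal decrease of at least 30% at 10 µM or well 3 SD below plate mean, unless failing retest; inactive means the rest, including hits failing retest or dose response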; further: some compounds called inactive have numbers as strong as hits; many of its hits are not listed in these tables
M18AAP inhibitor: PfM18AAP enzyme inhibition. recombinant PfM18AAP, H-Glu-NHMec fluorogenic cleavage. inhibition, % at 7.35 µM. 290,000 tested, 1.2% active. AID 1822;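 active means inhibition above the campaign mean inhibition over all tested compounds plus 3 SD, cut at about 28% in these data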;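 further: 0% = plate median of test compound wells and 100% = 2 mM ZnCl2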
UBC9 SUMO inh: SUMOylation inhibition; P63279; HTRF SUMOylation assay, SAE1/SAE2 + UBC9, in vitro; inhibition, % at 35 µM; 290,000 tested, 0.36% active; AID 2006; in the data active means inhibition above about 50%, passing the limit was not always enough; inconclusive means no clear call, values can overlap the other calls; further: strong numbers were not always called active
VIM-2 inhibitor: blocks Pseudomonas aeruginosa VIM-2 metallo-beta-lactamase. purified VIM-2, nitrocefin hydrolysis, epi-absorbance fluorescence. inhibition, % at 5.6 µM. 290,000 tested, 0.89% active. AID 1527;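 active means inhibition above the mean of all tested compounds plus 3 SD, cutoff set per screening run, cut at about 7.5% in these data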;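 further: red hydrolysis product quenches plate fluorescence so inhibitors raise well fluorescence; 0% = enzyme with DMSO and 100% = DMSO without enzyme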
IDE act: IDE (human) activation, cell-based; P14735; HEK cells, FAbeta-B cleavage, fluorescence polarization; 0% vehicle, 100% cell-free pure enzyme wells; activation, % at 5.96 µM; 340,000 tested, 0.073% active; AID 493087;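 active means activation above the mean of all tested compounds plus 3 SD, set per screening campaign, cut at about 17% in these data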
Target sequence (P14735 whole entry, looked up): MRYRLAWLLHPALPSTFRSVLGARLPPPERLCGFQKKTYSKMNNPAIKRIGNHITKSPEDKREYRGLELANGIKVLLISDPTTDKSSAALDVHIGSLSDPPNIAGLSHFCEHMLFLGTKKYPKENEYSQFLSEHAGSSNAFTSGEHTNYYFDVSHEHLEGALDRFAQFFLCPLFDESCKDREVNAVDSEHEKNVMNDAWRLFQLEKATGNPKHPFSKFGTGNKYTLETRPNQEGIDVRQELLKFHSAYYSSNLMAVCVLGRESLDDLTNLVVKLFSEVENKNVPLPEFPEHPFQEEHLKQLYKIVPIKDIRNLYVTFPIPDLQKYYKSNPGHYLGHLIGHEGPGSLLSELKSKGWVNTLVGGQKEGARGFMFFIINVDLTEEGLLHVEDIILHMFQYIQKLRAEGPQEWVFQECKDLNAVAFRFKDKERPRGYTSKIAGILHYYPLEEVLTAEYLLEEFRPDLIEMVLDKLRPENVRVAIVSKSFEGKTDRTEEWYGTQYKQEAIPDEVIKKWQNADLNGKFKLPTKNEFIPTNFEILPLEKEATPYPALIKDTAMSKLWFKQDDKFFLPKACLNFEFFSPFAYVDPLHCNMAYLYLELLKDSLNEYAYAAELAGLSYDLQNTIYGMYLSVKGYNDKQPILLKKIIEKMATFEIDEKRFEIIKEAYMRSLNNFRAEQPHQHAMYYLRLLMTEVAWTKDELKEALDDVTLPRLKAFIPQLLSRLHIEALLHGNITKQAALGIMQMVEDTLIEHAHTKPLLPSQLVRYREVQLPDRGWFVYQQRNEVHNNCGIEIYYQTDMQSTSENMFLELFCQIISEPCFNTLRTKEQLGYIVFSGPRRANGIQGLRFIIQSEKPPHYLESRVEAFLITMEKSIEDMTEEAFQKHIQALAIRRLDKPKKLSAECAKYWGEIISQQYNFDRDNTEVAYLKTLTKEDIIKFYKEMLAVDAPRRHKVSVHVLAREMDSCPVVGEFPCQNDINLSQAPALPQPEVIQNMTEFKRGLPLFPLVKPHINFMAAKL
IDE inh: cellular human IDE inhibition | HEK cells, FAbetaB cleavage, fluorescence polarization | inhibition, % at 5.59 µM | AID 434962 | 320,000 tested, 0.41% active;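 active means percent inhibition above the average of all tested compounds plus 3 SD, set per screening campaign, cut at about 16% in these data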;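 further: IDE supplied by intact live HEK cells; FP after avidin binding of uncleaved biotin substrate so inhibition keeps polarization high; 0% = DMSO wells and 100% = 60 µM reference IDE inhibitor Ii1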
Starred values were filed as active, the others as inactive; ? = inconclusive.

The opening 14 records as a preview:
SMILES	IMP-1 inh	DNA FID counter	NS3 helicase inh	p-CIP stab down	M18AAP inhibitor	UBC9 SUMO inh	VIM-2 inhibitor	IDE act	IDE inh
COc1ccc(C2CC3(CC(C)(C)NC(=S)N3)Oc3cc(O)cc(C)c32)cc1 (stereo not given)	-4.9	-18	-29	9	12	-3	-5.6	1	-4
O=[N+]([O-])c1ccc2nc(-c3ccncc3)[nH]c2c1	-2.6	-1	9	-8	3	36	-3.3	6	4
O=C(OCc1nc2ccccc2s1)c1ccc([N+](=O)[O-])o1	-1.8	1	-15	-8	-4	17	-1.0	4	-1
COc1ccccc1Cc1nc(-c2ccncc2)no1	-1.1	-7	10	-12	-14	12	1.5	0	-3
CCN(CC)S(=O)(=O)c1ccc(NC(=O)CSc2nnc(-c3ccc(F)cc3)o2)cc1	-0.5	-13	-8	-1	9	10	-1.5	6	-4
CC(=O)OCc1c(C(F)(F)F)nn(C)c1Oc1cccc(C(F)(F)F)c1	-2.5	3	-7	-3	-2	-17	-2.2	6	-2
CC(C)c1c(C(=O)N/N=C/C=C/c2ccccc2)nnn1-c1nonc1N	-2.0	-30	-2	-6	-2	-21	-7.3	-3	4
COCCOC(=O)CSc1ncccc1-c1nc2cc(C)c(C)cc2[nH]1	-2.9	-5	11	12	1	16	-1.2	7	4
O=c1c(-c2ccnn2-c2ccc(F)cc2)cnc2n1CCS2	-3.4	-2	-4	3	4	0	-4.6	-2	8
c1ccc2c(c1)Nc1cc3ccccc3cc1S2	-2.5	4	4	-15	1	14	-1.7	1	-1
COc1cc(CNc2ccc(C)c(C)c2)cc(OC)c1OC	-2.5	-4	-2	-7	-17	5	-0.1	2	0
Cc1csc(SCC(=O)NC(C)c2ccccc2)n1 (stereo not given)	-1.4	-3	-1	-8	-8	11	-0.4	4	-2
CCO[C@@H]1OC(C(=O)N2CCN(Cc3ccccc3)CC2)=C[C@H](c2ccc(Br)cc2)[C@H]1CCCO	-1.3	-29	-15	6	-2	0	-0.2	3	8
NS(=O)(=O)c1ccc(N=Nc2c(=O)[nH]n3c(=O)c4c([nH]c23)CCCC4)cc1	-5.2	-25	11	-6	48*	-6	1.6	9	0

Results (from the top)
SMILES	IMP-1 inh	DNA FID counter	NS3 helicase inh	p-CIP stab down	M18AAP inhibitor	UBC9 SUMO inh	VIM-2 inhibitor	IDE act	IDE inh
COc1ccc(C2CC3(CC(C)(C)NC(=S)N3)Oc3cc(O)cc(C)c32)cc1 (stereo not given)	-4.9	-18	-29	9	12	-3	-5.6	1	-4
O=[N+]([O-])c1ccc2nc(-c3ccncc3)[nH]c2c1	-2.6	-1	9	-8	3	36	-3.3	6	4
O=C(OCc1nc2ccccc2s1)c1ccc([N+](=O)[O-])o1	-1.8	1	-15	-8	-4	17	-1.0	4	-1
COc1ccccc1Cc1nc(-c2ccncc2)no1	-1.1	-7	10	-12	-14	12	1.5	0	-3
CCN(CC)S(=O)(=O)c1ccc(NC(=O)CSc2nnc(-c3ccc(F)cc3)o2)cc1	-0.5	-13	-8	-1	9	10	-1.5	6	-4
CC(=O)OCc1c(C(F)(F)F)nn(C)c1Oc1cccc(C(F)(F)F)c1	-2.5	3	-7	-3	-2	-17	-2.2	6	-2
CC(C)c1c(C(=O)N/N=C/C=C/c2ccccc2)nnn1-c1nonc1N	-2.0	-30	-2	-6	-2	-21	-7.3	-3	4
COCCOC(=O)CSc1ncccc1-c1nc2cc(C)c(C)cc2[nH]1	-2.9	-5	11	12	1	16	-1.2	7	4
O=c1c(-c2ccnn2-c2ccc(F)cc2)cnc2n1CCS2	-3.4	-2	-4	3	4	0	-4.6	-2	8
c1ccc2c(c1)Nc1cc3ccccc3cc1S2	-2.5	4	4	-15	1	14	-1.7	1	-1
COc1cc(CNc2ccc(C)c(C)c2)cc(OC)c1OC	-2.5	-4	-2	-7	-17	5	-0.1	2	0
Cc1csc(SCC(=O)NC(C)c2ccccc2)n1 (stereo not given)	-1.4	-3	-1	-8	-8	11	-0.4	4	-2
CCO[C@@H]1OC(C(=O)N2CCN(Cc3ccccc3)CC2)=C[C@H](c2ccc(Br)cc2)[C@H]1CCCO	-1.3	-29	-15	6	-2	0	-0.2	3	8
NS(=O)(=O)c1ccc(N=Nc2c(=O)[nH]n3c(=O)c4c([nH]c23)CCCC4)cc1	-5.2	-25	11	-6	48*	-6	1.6	9	0
C=CCNC(=S)Nc1sc2c(c1C#N)CCCC2	-4.5	-4	1	0	12	-7	-1.4	-2	-1
O=C(N/N=C/c1ccc([N+](=O)[O-])cc1)c1cc(-c2ccc3c(c2)OCO3)n[nH]1	-0.3	-2	-2	-3	-9	17	0.0	3	-2
CC1=NN(Cc2c(C)nn(Cc3ccccc3)c2C)C(C)(C)C1	-3.2	-34	5	3	-3	12	-2.9	3	0
C=CCn1cccc(C(=O)Nc2ccc(C)cc2)c1=O	0.4	-19	13	2	3	-19	1.6	5	10
O=C(/C=C/Nc1ccc([N+](=O)[O-])cc1)c1ccc(Br)cc1	-2.9	2	6	-7	0	13	-1.6	4	7
Cc1ccc(NC(=O)c2ccc(OCC3CCCO3)cc2)cc1 (stereo not given)	-2.6	-11	0	10	0	-1	-2.6	-5	8
COc1ccc(-c2nnc(SCC(=O)N(Cc3ccccc3)C(C)(C)C)o2)cc1OC	-2.8	-8	0	-16	2	2	-2.3	1	-2
COc1ccc(S(=O)(=O)N2CCC(C(=O)NCc3cccs3)CC2)cc1	0.7	-9	-12	1	1	-14	-2.2	4	-6
COc1cc(CN2CCC(C(=O)N3CCCC(C)C3)CC2)cc(OC)c1O (stereo not given)	-5.2	3	4	4	10	12	-1.6	1	-1
Cc1nc(N)sc1C(=O)N1N=N1	-3.6	0	2	2	13	13	-2.0	9	7
CN(C)C(=O)CSc1nnc(CCN)o1	-4.9	-3	-5	-2	10	13	-3.4	-6	2
COc1cccc(CNC(=O)C2CCC(=O)N(CCc3cccc(F)c3)C2)c1 (stereo not given)	-0.3	-28	-6	0	-1	1	1.3	1	-1
CCc1ccc(-c2cc3c(=O)n(CC(=O)N4CCCC4)nc(C)n3n2)cc1	-4.5	-18	-3	-2	-5	0	-1.6	-1	6
CCCCCCCNC(=O)COc1ccc2c(c1)C(=O)CC(C)(C)O2	2.8	-33	-6	10	-1	13	1.6	5	0
Cc1onc(-c2ccccc2Cl)c1C(=O)NC(=S)NCC(=O)c1ccccc1	-1.8	-1	2	-16	2	-5	-3.2	3	-4
COc1ccccc1CC(=O)NCC(c1ccco1)N1CCCCC1 (stereo not given)	-1.2	-2	3	21	4	-4	-0.8	4	0

3 entries already listed, sorted by the number in IDE act, largest number first.
SMILES	IMP-1 inh	NS3 helicase inh	p-CIP stab down	M18AAP inhibitor	UBC9 SUMO inh	VIM-2 inhibitor	IDE act	IDE inh
Cc1nc(N)sc1C(=O)N1N=N1	-3.6	2	2	13	13	-2.0	9	7
COc1ccc(S(=O)(=O)N2CCC(C(=O)NCc3cccs3)CC2)cc1	0.7	-12	1	1	-14	-2.2	4	-6
Cc1onc(-c2ccccc2Cl)c1C(=O)NC(=S)NCC(=O)c1ccccc1	-1.8	2	-16	2	-5	-3.2	3	-4

Remaining list, next part.
SMILES	IMP-1 inh	DNA FID counter	NS3 helicase inh	p-CIP stab down	M18AAP inhibitor	UBC9 SUMO inh	VIM-2 inhibitor	IDE act	IDE inh
O=C(Nc1ccc(F)c(Cl)c1)Nc1cnccn1	-2.4	-2	-9	-4	2	-3	1.6	4	1
Cc1cccc(C)c1NC(=O)COC(=O)c1c2c(nc3ccccc13)/C(=C\c1ccc3c(c1)OCO3)CCC2	17*	-13	-2	-76	14	47	20*	5	-29
CCOC(=O)Cc1csc(NC(=O)CSc2nnc3ccccn23)n1	-1.1	-9	15	-6	-4	6	-2.5	-3	5
Cc1ccc(C)c(NC(=O)CSc2nc3c(oc4ccccc43)c(=O)n2-c2ccccc2)c1	-6.3	-1	-8	-8	2	-1	-2.9	0	5
COc1ccccc1NS(=O)(=O)c1ccc(C)c(NC(=O)NCCCl)c1	-0.5	3	13	-8	-7	15	0.5	-3	-5
COc1cccc2c1-c1c(C(=O)O)cccc1C2=O	-3.3	-1	-5	-27	0	8	-2.1	2	-3
Cc1c(NC(=O)Nc2ccccc2Cl)sc(=S)n1C	1.2	6	-9	12	4	-9	-0.5	0	3
COc1ccccc1CN(C)C(=O)c1cc(-c2cccs2)nc2ccccc12	1.8	-41	-16	-5	5	-1	-2.8	-3	1
O=C(CN1CCN(S(=O)(=O)c2ccc(Br)cc2)CC1)Nc1ccc2c(c1)OCCO2	-3.2	-28	-11	-7	0	-19	-2.1	4	1
Cc1ccc(-n2nc3ccc(NC(=O)c4ccco4)cc3n2)cc1	-3.1	-13	15	-10	-2	25	-3.4	-3	3
COc1ccc(-n2c(=O)c3c(C)c(C)sc3n(Cc3cccc(F)c3)c2=O)c(OC)c1	-1.8	-1	-9	8	-3	-15	-1.2	3	-1
CCC(Cc1ccccc1)NC(=O)Cn1ncc2ccsc2c1=O (stereo not given)	-2.3	-6	-1	7	-6	22	1.3	5	-1
CC1(C)Cc2c(sc(/N=C/N3CCOCC3)c2C#N)C(C)(C)N1	-4.2	11	2	2	0	8	-3.1	6	-2
COc1cc(/C=N/NC(=O)COc2ccc(Cl)cc2)ccc1OS(=O)(=O)c1ccc(C)cc1	-2.9	-18	-1	-3	0	3	-1.9	4	1
O=C(c1ccco1)N1CCN(C(c2ccccc2Cl)c2nnnn2CC2CCCO2)CC1 (stereo not given)	-1.4	-28	-1	-10	5	4	-0.2	6	2
Cn1nc(-c2ccccc2)c2cc(C(=O)O)sc21	-0.2	-13	0	-2	-1	33	1.0	-2	-1
COc1ccccc1CNC(=S)NC1CCCC1	-3.6	-3	-5	0	0	-1	-4.8	6	4
O=C(CSc1n[nH]c(-c2ccccc2F)n1)NCC(=O)Nc1ccc(F)c(F)c1F	-1.1	-4	3	23	-1	18	0.2	6	-1
Cc1ccc(-n2c(SCC(=O)N/N=C/c3c(C)nn(-c4ccccc4)c3C)nc3ccccc3c2=O)cc1	-4.4	-4	0	-4	-3	12	-3.6	5	-1
COc1ccccc1NC(=O)Nc1cccc(C(=O)O)c1	-3.7	6	6	12	-1	0	-4.3	-1	3
CCCn1ncc([C@@H]2C[C@H]3CN(Cc4cccc(Cl)c4)C(=O)[C@]34CCCN24)c1C	-2.6	-3	-3	-16	0	2	-2.5	0	2
O=C(CN(Cc1ccc(F)cc1)C(=O)CNS(=O)(=O)c1ccccc1)NCc1ccco1	-3.0	-24	-7	-6	-13	12	2.1	3	-4
O=C(O)c1ccc(CS(=O)(=O)c2cccc(C(F)(F)F)c2)o1	-4.1	-3	11	-5	-11	4	-2.5	-11	-1
CCN1C(=O)c2cccc3c(S(=O)(=O)NCc4cccnc4)ccc1c23	-3.5	-18	3	2	3	?	-4.0	1	1

Assay outcomes from PubChem.
